# Screening results as filed in PubChem BioAssay.
# L3MBTL1 block: blocks human L3MBTL1; Q9Y468; AlphaScreen L3MBTL1–H3K9me1 peptide binding; Potency, µM (series often up to 57.1 µM), for inactives: at the top dose activity, negative = inhibition, hits mostly inhibitors; actives 0.66% (n = 230,000); AID 485360; active = well fitted inhibition curve with a large enough effect; inconclusive = small, poorly fitted or top-dose-only effect; inactive = no such curve, though single readings can be large or run the other way; also: nearly all actives have a fitted effect of over 60% in size
# Target sequence (Q9Y468 whole entry, looked up): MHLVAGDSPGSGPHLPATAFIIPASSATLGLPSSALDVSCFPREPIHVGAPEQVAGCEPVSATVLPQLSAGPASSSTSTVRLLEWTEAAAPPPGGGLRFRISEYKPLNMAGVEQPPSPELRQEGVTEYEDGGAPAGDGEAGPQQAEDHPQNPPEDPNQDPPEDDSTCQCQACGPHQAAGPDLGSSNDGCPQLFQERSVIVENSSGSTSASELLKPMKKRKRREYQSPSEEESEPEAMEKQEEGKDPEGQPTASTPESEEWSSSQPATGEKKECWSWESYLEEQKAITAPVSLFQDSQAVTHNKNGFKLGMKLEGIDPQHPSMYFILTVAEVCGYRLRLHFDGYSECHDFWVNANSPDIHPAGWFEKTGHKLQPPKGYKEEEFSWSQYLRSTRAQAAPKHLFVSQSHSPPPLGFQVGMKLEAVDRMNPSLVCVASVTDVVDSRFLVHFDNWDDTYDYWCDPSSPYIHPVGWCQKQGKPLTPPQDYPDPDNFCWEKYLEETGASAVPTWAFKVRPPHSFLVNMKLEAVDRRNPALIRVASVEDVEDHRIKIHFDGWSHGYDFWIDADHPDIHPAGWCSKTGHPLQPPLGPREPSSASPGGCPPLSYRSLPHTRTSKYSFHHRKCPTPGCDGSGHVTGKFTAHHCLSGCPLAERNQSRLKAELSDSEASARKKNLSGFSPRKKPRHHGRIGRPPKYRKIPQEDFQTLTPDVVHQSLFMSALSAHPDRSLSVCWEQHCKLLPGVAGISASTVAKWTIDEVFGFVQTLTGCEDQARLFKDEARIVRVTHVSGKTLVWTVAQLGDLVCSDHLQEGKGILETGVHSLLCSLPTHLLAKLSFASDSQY
#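 First, the protein-peptide complex forms for 30 min at room temperature (L3MBTL1 50 nM, biotinylated H3K9me1 peptide 75 nM). Next, compounds are pin-transferred and incubated 30 min. Finally, AlphaScreen beads are added and read after 30 min.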
# * hit, by the source's call; ? = inconclusive; [ ] = dose if it differs, or a comment. % is scaled to controls: 0 for no effect and ±100 for the full control effect; potency is read from the fitted curve at half-maximal effect.
No.	Structure	L3MBTL1 block
1	Cn1c(CC(=O)NNC(=O)c2ccccc2F)nc2ccccc21	3%
2	COc1cc(C(=O)COC(=O)c2cccs2)cc(OC)c1OC	29%
3	COc1ccc(OC)c(S(=O)(=O)N2CCN(C(=O)c3cc(C4CC4)nn3-c3ccccc3)CC2)c1	-7%
4	O=C(O)c1ccc(CNCc2cc(Cl)ccc2O)cc1	6%
5	Cc1cc(C)c(C(=O)NCCCN2CCOCC2)c(C)c1	-1%
6	CSCCNC(=O)c1ccc2nc(C3CCCCC3)oc2c1	-4%
7	CN(C(=O)c1ccc(NC(=O)Cc2cccc(NC(=O)C3CCCN(C(=O)C4CCCCC4)C3)c2)cc1)C1CCCC1 (centres undefined)	-3%
8	CC(=O)NC1CCN(CC(=O)Nc2nccs2)CC1	3%
9	Cc1ccc(S(=O)(=O)N(CC(=O)NCc2ccccc2)C(=O)N2CCN(C)CC2)cc1	2%
10	COCc1c(C(=O)NC2CCCCC2)sc2cccc(F)c12	8%
11	O=C(CCNS(=O)(=O)c1ccccc1C(F)(F)F)NC1CCCCCC1	5%
12	CCN(CC(=O)Nc1ccccc1C(F)(F)F)C(=O)c1ccccc1Cc1ccccc1	1%
13	CCC/C(C(=O)NCCO)=C1/c2ccccc2C(=O)N1c1ccccc1	3%
14	CCc1ccc(NC(=O)c2cc(S(=O)(=O)N3CCc4ccccc43)cn2C)cc1	-2%
15	O=C1NC(=O)/C(=C/c2ccc(-c3cc(C(=O)O)ccc3Cl)o2)S1	7.1µM*
16	C[C@H](CO)N1C[C@H](C)[C@@H](CN(C)C(=O)Nc2ccccc2)Oc2c(NS(=O)(=O)c3cccs3)cccc2C1=O	6%
17	COc1ccc(NS(=O)(=O)c2cccc(C(=O)N3CCCC3)c2)cc1	1%
18	CC(=O)N(CCc1cccc(C)c1)Cc1cc2ccc(C)cc2[nH]c1=O	8%
19	Cc1ccc(OCC(=O)N2CCc3ccccc3C2)c(C)c1	9%
20	COc1ccc(OC)c(NC(=O)CCN2CCN(C)CC2)c1	-14%
21	Cc1noc(C)c1COc1ccccc1C(=O)NCCOc1ccccc1	-8%
22	CN(C)CCn1c2c(c(SCC(=O)N3CCc4ccccc43)nc1=O)CCCC2	-7%
23	O=C(COC(=O)/C=C/c1cccc([N+](=O)[O-])c1)Nc1ccc(Cl)cn1	-11%
24	COc1ccc2oc(C(=O)N3CCN(S(=O)(=O)c4ccc(F)cc4)CC3)c(C)c2c1	-19%
25	CCCCn1c(N)c(N(CC(C)C)C(=O)c2ccc(-c3ccc([N+](=O)[O-])cc3)o2)c(=O)[nH]c1=O	-6%
26	CCC(=O)c1cn(CC(=O)Nc2c(C)cccc2C)c2ccccc12	1%
27	CCOc1cc(N2CCOCC2)c(OCC)cc1NC(=O)c1nn(CC)c(=O)c2ccccc12	-8%
28	COc1ccc(Cc2nnc(SCC(=O)c3ccc4c(c3)OCO4)o2)cc1	-5%
29	O=C(c1cc(S(=O)(=O)N2CCOCC2)c(Cl)cc1Cl)N1CCN(S(=O)(=O)c2cccc(F)c2)CC1	-3%
30	CC1(C)CC(NS(=O)(=O)OCC(Cl)(Cl)Cl)c2cc(C#N)ccc2O1 (centres undefined)	8%

# A draw from above in order of number of heavy atoms, rising.
No.	Structure	L3MBTL1 block
30	CC1(C)CC(NS(=O)(=O)OCC(Cl)(Cl)Cl)c2cc(C#N)ccc2O1 (centres undefined)	8%
26	CCC(=O)c1cn(CC(=O)Nc2c(C)cccc2C)c2ccccc12	1%
22	CN(C)CCn1c2c(c(SCC(=O)N3CCc4ccccc43)nc1=O)CCCC2	-7%
27	CCOc1cc(N2CCOCC2)c(OCC)cc1NC(=O)c1nn(CC)c(=O)c2ccccc12	-8%

# Later entries:
No.	Structure	L3MBTL1 block
31	O=C(NC1CCCCCCC1)c1cccnc1	-3%
32	Cc1cccc(-c2oc3ccc(-c4ccc5c(c4)OCO5)cc3c2/C=C/c2ccc(N)cc2)c1	5%
33	CCOC(=O)N1CCN(CC(=O)NC(=O)Nc2ccc3c(c2)OCCO3)CC1	12%
34	Cc1onc(-c2ccccc2)c1C(=O)OCC(=O)Nc1ccccc1	10%
35	CN(CC(=O)Nc1ccc(N2CCOCC2)cc1)C(=O)c1cc(F)c(F)cc1Cl	-3%
36	O=C(CSc1nnc2ccccn12)NC(=O)c1cccc([N+](=O)[O-])c1	4%
37	COc1ccc(NC(=O)c2ccc(Cl)nc2)cc1S(=O)(=O)N1CCOCC1	-5%
38	CCN(CC)CCCn1c2c(c(SCC(=O)N3CCCc4ccccc43)nc1=O)CCC2	-1%
39	COc1cccc(CC(=O)N2CCCC(CO)(Cc3ccc(F)cc3F)C2)c1 (centres undefined)	6%
40	O=C(c1ccc(-c2ccccc2)cc1)N1CCN(c2ccccc2)CC1	6%

# A few values from the list:
# L3MBTL1 block with CCN(CC)CCCn1c2c(c(SCC(=O)N3CCCc4ccccc43)nc1=O)CCC2 → -1%
# L3MBTL1 block with CN(CC(=O)Nc1ccc(N2CCOCC2)cc1)C(=O)c1cc(F)c(F)cc1Cl → -3%

# The list continues.
No.	Structure	L3MBTL1 block
41	C[C@H](CO)N1C[C@H](C)[C@@H](CN(C)S(C)(=O)=O)Oc2ccc(NC(=O)C3CCCCC3)cc2C1=O	8%
42	O=c1cc(-c2ccccc2)cc(-c2ccccc2)n1O	-13%
43	CN1C(=O)/C(=C/c2ccc(OCc3ccccc3F)cc2)N(C)C1=S	1%[2.29 µM]
44	COc1ccc(OC)c(NC(=O)COC(=O)CCC2CCCC2)c1	6%
45	Cc1ccc(S(=O)(=O)N(C)c2ccc(OC(C)C(=O)N(C)c3ccccc3)cc2)cc1 (centres undefined)	-3%
46	Cc1cc[n+](CC(=O)Nc2ccccc2)cc1	2%
47	COc1cccc(NC(=O)C2CCCO2)c1 (centres undefined)	4%
48	NC(=O)c1nn(CC(=O)Nc2cccc(S(=O)(=O)N3CCCCCC3)c2)c(=O)c2ccccc12	-12%
49	O=C(Nc1cccnc1)c1cc(Cl)ccc1Cl	-2%
50	CN(CC(=O)Nc1cccc(C(F)(F)F)c1)C1=NS(=O)(=O)c2ccccc21	-2%
51	CCC(C)Sc1ccc([C@H]2N[C@@](C)(C(=O)OC)[C@H]3C(=O)N(CC)C(=O)[C@@H]23)cc1OC (some centres undefined)	2%
52	NC(=O)C1CCN(C(=O)c2cc(-c3ccc(Cl)cc3)nc3ccccc23)CC1	-7%
53	CCOC(=O)[C@@H]1[C@H]2COc3ccc(Br)cc3[C@H]2N2C(=O)N(c3ccc(Cl)cc3)C(=O)[C@]12C	-2%
54	CC(=O)OC1COC(n2c(O)c(N=NC(N)=S)c3ccccc32)C(OC(C)=O)C1OC(C)=O (centres undefined)	-1%
55	O=C(O)c1ccc(NS(=O)(=O)c2ccc(NC(=O)c3ccccc3Cl)cc2)cc1	7%
56	O=C(c1ccc(Cl)cc1)n1cnc2ccccc21	4%
57	Cc1ccc(NC(=O)Cc2cccs2)cc1Cl	11%
58	COc1ccc(NC(=O)CN(C)C(=O)CCCc2nc3ccccc3s2)cc1	3%
59	O=C(OCC1CCNCC1)c1ccc2c(c1)OCO2	6%
60	CCN(C(=O)COC(=O)c1ccc2ccccc2c1)c1c(N)n(Cc2ccccc2)c(=O)[nH]c1=O	0%
61	COc1ccc(NC(=O)c2ccc(S(=O)(=O)N3CC(C)OC(C)C3)cc2)cc1 (centres undefined)	1%
62	Cc1ccccc1C(=O)OCC(=O)NCC1COc2ccccc2O1 (centres undefined)	-4%
63	Cc1c(NC(=O)c2ccc(C(=O)Nc3c(C)n(C)n(-c4ccccc4)c3=O)cc2)c(=O)n(-c2ccccc2)n1C	0%[2.29 µM]
64	Cc1ccc(NC(=O)CSCC(=O)NNC(=O)c2nn(C)c(=O)c3ccccc23)cc1	-2%
65	O=C(NC1CCCC1)c1cccc(S(=O)(=O)N2CCCC2)c1	11%
66	Cc1cc(=O)[nH]c2c(C)cc(S(=O)(=O)Nc3ccc(O)cc3)cc12	13%
67	CCOC(=O)c1ccc(-c2ccc3[nH]c4ccccc4c(=O)c3c2)cc1F	-10%
68	CCC(=O)NC(C)c1cc(Cl)c2ccccc2c1O (centres undefined)	4%
69	CCOC(=O)c1cc(-c2ccccc2C)nn1CC1CC(c2cccnc2)=NO1 (centres undefined)	2%
70	Cc1ccccc1Cn1c(=O)n(C)c(=O)c2sccc21	-4%
71	CCN1Cc2cc(OC)ccc2-c2ccccc2S1(=O)=O	-5%
72	Cc1ccc(C)c(S(=O)(=O)NCCC(=O)N2CCCC(C(N)=O)C2)c1 (centres undefined)	3%
73	C=CCn1c(=O)c(C(=O)Nc2ccc(C)cn2)c(O)c2ccccc21	3%
74	CCN(Cc1ccc2c(c1)OCO2)C(=O)CSc1nc(C)nc2sc(C)c(C)c12	3%
75	Cc1csc(N/N=C/c2ccc([N+](=O)[O-])cc2)n1	-9%
76	O=C(NCC(c1ccco1)N1CCCC1)c1cccc(S(=O)(=O)N2CCOCC2)c1 (centres undefined)	-9%
77	CC(=O)c1ccc(OCC(=O)N(CCC2=CCCCC2)c2c(N)n(Cc3ccccc3)c(=O)[nH]c2=O)cc1	-4%
78	CC1Cc2ccccc2N1S(=O)(=O)c1cccc(C(=O)NCc2ccco2)c1 (centres undefined)	-7%
79	COC(=O)CCC(=O)Nc1ccc2oc3c(c2c1)CCCC3	0%
80	CN1CCN(CCCNc2c(C=O)c(=O)[nH]c3ccccc23)CC1	5%
81	CCOC(=O)c1c(NC(=O)COC(=O)CCNS(=O)(=O)c2ccccc2)sc(C(=O)N(C)C)c1C	3%
82	O=C(c1ccncc1)N1CCN(CCc2ccccc2)CC1	1%
83	COC(=O)[C@]1(Cc2ccccc2)N[C@H](CN(C)S(=O)(=O)c2ccc(C)cc2)[C@@H]2C(=O)N(Cc3ccccc3)C(=O)[C@@H]21	-3%
84	O=C(O)CCSc1nnc(COc2ccc(Cl)cc2)n1-c1ccccc1	-1%
85	COC(=O)c1cc(/C=C/c2ccccc2)[nH]n1	9%
86	COc1cccc(CNc2nccs2)c1O	0%[2.29 µM]
87	COCCN(C(=O)COC(=O)C1CC1)c1c(N)n(Cc2ccccc2)c(=O)[nH]c1=O	-19%
88	CC(C)OCCCn1c(SC(C)C(=O)NC2CC2)nc2ccccc2c1=O (centres undefined)	11%
89	O=C(CN1C(=O)NC(Cc2c[nH]c3ccccc23)C1=O)NC1CCCCC1 (centres undefined)	-1%
90	COc1ccccc1-c1nnc(SC(C)C(=O)Nc2ccc(C(N)=O)cc2)o1 (centres undefined)	3%

# (more compounds)
No.	Structure	L3MBTL1 block
91	CN(C)S(=O)(=O)c1cccc(NC(=O)c2cccc(N3C(=O)CCC3=O)c2)c1	1%
92	CC(=O)c1ccc(N2CCN(C(=O)CN3C(=O)NC4(CCCCC4)C3=O)CC2)c(F)c1	2%
93	O=C(COC(=O)c1cccc(Cl)c1)NCc1ccccc1	13%
94	COc1ccc(/C=C/C(=O)O)cc1S(=O)(=O)NCc1cccnc1	?
95	O=C(COC(=O)Cc1c(F)cccc1Cl)NC(=O)Nc1ccccc1F	-1%
96	CSc1ccc(S(=O)(=O)NCC(=O)OCC(=O)N2CC(C)CC(C)C2)cc1[N+](=O)[O-] (centres undefined)	-8%
97	O=C1NCCOC(=O)[C@H](Cc2ccc(F)cc2)C/C=C\C[C@H]1CC(=O)N(CCO)Cc1ccccc1	-2%
98	Cc1nc(Cl)cc(N/N=C/c2ccc(O)cc2)n1	-1%
99	CC(C)[C@H](NC(=O)c1ccccc1)C(=O)Nc1ccc2c(c1)OCO2	-5%
100	Cc1cc(C)cc(OCC(=O)Nc2ccc(N3CCCCC3)cc2)c1	0%
101	CC[C@]12c3[nH]c4cc(CCC(=O)N(C)C)ccc4c3CCN1C(=O)[C@@H](CC(=O)NCCCn1ccnc1)C[C@@H]2C(=O)N1CCN(C(=O)c2ccco2)CC1	-15%
102	CC(=O)c1ccccc1NC(=O)c1ccc(OCc2c(C)noc2C)cc1	6%
103	O=S(=O)(Nc1ccccc1Cl)c1cccc2nsnc12	-9%
104	Cc1ccc(NC(=O)C(C)SCC(=O)Nc2ccc(F)cc2)cc1S(=O)(=O)N1CCOCC1 (centres undefined)	-3%
105	CC(C(=O)N1CCCCC1)N(C)CC(=O)Nc1cccc(F)c1 (centres undefined)	2%
106	COc1ccc(C(=O)OCc2cc(=O)n3ccsc3n2)cc1F	-7%
107	Cc1cc(NC(=O)CCN2CCN(C)CC2)ccc1Br	1%[2.29 µM]
108	O=C(COC(=O)CNC(=O)c1ccccc1)NC1CCCCC1	-4%
109	COc1cc(OC)cc(C(=O)N[C@H](C(=O)Nc2c(C)n(C)n(-c3ccccc3)c2=O)C(C)C)c1	-1%
110	Cc1ccc(OCCC(=O)Nc2ccc3c(c2)OCCCO3)cc1	6%
111	O=C(COC(=O)/C=C/c1cccc(F)c1)NC(=O)NC1CCCC1	1%
112	Cc1ccc(S(=O)(=O)Nc2ccc3nc(C)sc3c2)c(C)c1	-3%
113	CC(C)(O)c1[nH]c2cc(C(F)(F)F)ccc2c1C(C)(C)O	9%
114	CN(C(=O)COc1ncnc2ccccc12)C1CCCCC1	48%[activator]
115	O=C(CN1CCCCCC1)Nc1ccc([N+](=O)[O-])cc1Cl	-2%
116	COc1ccc(NC(=O)CN(C)C(=O)c2ccc3ccccc3c2)cc1	4%
117	COc1ccc(C)cc1NC(=O)CSc1nc2ccccc2nc1N1CCCCC1	28%
118	C=CCn1c(SCc2ccc(C(=O)NCCO)cc2)nc2ccccc2c1=O	-2%
119	COc1ccc(S(=O)(=O)N2CCCC(C(=O)N3CCCC3)C2)cc1OC (centres undefined)	-2%
120	O=C(C(Cl)Cl)N1CCN(Cc2ccc3c(c2)OCO3)CC1	-8%
121	Cc1cc(C)nc(/N=C(\N)Nc2ccc(OCCC(C)C)cc2)n1	1%
122	C=CCN(Cc1ccc(Cl)s1)C(=O)CNC(=O)CNC(=O)c1ccc(Cl)cc1Cl	-2%
123	O=S(=O)(c1ccc(Br)cc1Cl)N1CCCN(c2ccc(C(F)(F)F)cn2)CC1	9%

# Not all compounds are listed; rates above refer to the full screens.
